Cardiac RTF inh – cardiac RTF calcium desensitization; IANBD-labeled cardiac RTF, Ca2+ fluorescence; inhibition, % at 7.15 µM; hit rate 0.12% among 340,000;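 active means inhibition above the mean inhibition of all tested compounds plus 3 SD, cut at about 17% in these data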;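 further: assay run at fixed EC70 calcium of 1.6 mM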
PKA-R2B act – activators of human PKA-R2B complex. P22694+P31323. PKA-R2B holoenzyme dissociation, Cy5-IP20 fluorescence polarization; R2B truncated from residue 108, S112A mutant; 0% DMSO only, 100% 113 µM cGMP. activation, % at 11.4 µM. hit rate 0.079% among 340,000;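 active means activation above a cutoff set at the mean over all compounds plus 3 SD, cut at about 18% in these data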;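 further: higher means more holoenzyme dissociation and a rise in polarization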
LANA DNA inh – blocks KSHV LANA C-terminal domain binding to DNA; MBP-C-LANA/FAM-LBS DNA binding, fluorescence polarization; inhibition, % at 9 µM; hit rate 0.078% among 340,000; AID 504423;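 active means highest replicate inhibition at or above 60% at 9 µM, even if other replicates fall short; inactive means all replicates below 60% inhibition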;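 further: 0% = neutral control wells and 100% = 4 µM acridine orange control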
DAGLB inhibitor – blocks human DAGLB lipase activity; hit rate 0.059% among 340,000; Q8NCG7; AID 504411; HEK293T DAGLB membrane lysate, EnzChek fluorogenic substrate; inhibition, % at 5.17 µM; in the data active means inhibition above about 34%;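 further: 0% = enzyme with vehicle and 100% = wells lacking enzyme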
Target sequence (Q8NCG7 whole entry, looked up): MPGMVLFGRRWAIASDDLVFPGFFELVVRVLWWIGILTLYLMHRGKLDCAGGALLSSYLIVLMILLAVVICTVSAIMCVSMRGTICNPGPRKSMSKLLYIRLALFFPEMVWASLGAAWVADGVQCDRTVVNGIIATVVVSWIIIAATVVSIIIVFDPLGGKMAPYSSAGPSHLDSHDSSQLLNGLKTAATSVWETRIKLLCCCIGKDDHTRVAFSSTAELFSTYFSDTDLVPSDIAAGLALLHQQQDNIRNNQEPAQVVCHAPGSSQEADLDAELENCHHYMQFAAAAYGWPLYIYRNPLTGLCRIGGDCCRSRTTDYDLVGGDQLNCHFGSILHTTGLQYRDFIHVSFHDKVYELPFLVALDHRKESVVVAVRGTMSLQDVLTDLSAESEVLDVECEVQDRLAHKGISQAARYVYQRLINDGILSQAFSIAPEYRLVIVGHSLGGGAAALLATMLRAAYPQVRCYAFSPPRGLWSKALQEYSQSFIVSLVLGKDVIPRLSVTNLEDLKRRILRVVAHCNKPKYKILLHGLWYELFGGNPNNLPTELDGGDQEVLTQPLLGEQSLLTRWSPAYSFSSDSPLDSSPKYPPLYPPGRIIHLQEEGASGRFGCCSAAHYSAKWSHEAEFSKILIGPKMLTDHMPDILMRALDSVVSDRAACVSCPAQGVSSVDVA
Keap1 Nrf2 FP – inhibitors of human Keap1-Nrf2 protein-protein interaction; Keap1 Kelch-Nrf2 peptide fluorescence polarization, 1536-well; inhibition, % at 9.4 µM; hit rate 0.15% among 340,000; in the data active means inhibition above about 12%;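 further: human Keap1 Kelch domain with fluorescein labeled Nrf2 9mer peptide probe; 0% = neutral control wells and 100% = peptide positive control; higher means more block of Keap1 binding to Nrf2 peptide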
SR-BI DiI-HDL act – SR-BI HDL lipid transfer activation; CHO ldlA[mSR-BI] cells, DiI-HDL uptake fluorescence, 3 h; 100 = double the neutral-control signal; activation, % at 12.5 µM; hit rate 0.096% among 320,000;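 active means mean replicate activation of at least 60% and every replicate at or above 60%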;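 further: 0% = median plate neutral-control signal and 100% = twice that signal; values of inactives mirror those of a sister screen read the other way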
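System: CHO ldlA[mSR-BI] cells / Medium: HEPES-buffered (25 mM, pH 7.4) F12 plus 0.5% BSA / Probe or stimulus: labelled HDL, 10 µg/mL / Doses: single compound concentration, delivered by pin transfer / Schedule: 3 h, 37 °C / Measured by: DiI fluorescence, bottom read / Measure: cell-associated DiI fluorescence as measure of HDL uptake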
CAL PDZ FP-1 – blocks peptide binding to the human CAL PDZ domain; AID 602252; Q9HD26; inhibition, % at 24.9 µM; hit rate 0.92% among 300,000; purified CAL PDZ, TMR-peptide fluorescence polarization, 1 h;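 active means mean inhibition of at least 30% with at least half of replicates also reaching 30%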;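 further: 0% = DMSO neutral control and 100% = excess unlabeled competitor peptide PRC23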
CAL PDZ FP-2 – human CAL PDZ-peptide interaction inhibition. Q9HD26. purified CAL PDZ, TMR-peptide fluorescence polarization, 1 h. inhibition, % at 20 µM. hit rate 0.02% among 330,000. AID 504414;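 active means highest replicate inhibition of at least 40%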;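 further: plate controls were DMSO neutral control wells for no effect and unlabeled competitor peptide control wells for full effect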
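material = purified tagged CAL PDZ domain construct (CerCALP) | buffer or medium = sodium phosphate/NaCl buffer pH 7.4 with TCEP, IgG, Thesit | reagent = TMR-labelled reporter peptide T*-PRC34 bound in PDZ groove | incubation = 1 h room-temperature incubation prior to read | measured by = fluorescence polarization (mP) | evaluation = percent inhibition from loss of millipolarization | control set = unlabelled peptide and DMSO controls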
RTF Ca sens act – cardiac RTF calcium sensitization; hit rate 0.24% among 340,000; activation, % at 7.2 µM; IANBD-labeled TnC RTF fluorescence at EC20 calcium; 0% EC20 calcium, 100% full calcium; AID 493008;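 active means activation above the mean over all tested compounds plus 3 SD, cut at about 30% in these data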;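 further: rise in fluorescence read as greater calcium sensitivity of cardiac thin filaments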
Rtt109 Vps75 – inhibitors of Candida albicans Rtt109/Vps75 histone acetyltransferase; Q5AAJ8; purified Rtt109/Vps75, ThioGlo CoA-SH fluorescence, 4 h; inhibition, % at 34.9 µM; hit rate 0.16% among 330,000; AID 540336;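 active means inhibition of at least 50% in every replicate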
Target sequence (Q5AAJ8 whole entry, looked up): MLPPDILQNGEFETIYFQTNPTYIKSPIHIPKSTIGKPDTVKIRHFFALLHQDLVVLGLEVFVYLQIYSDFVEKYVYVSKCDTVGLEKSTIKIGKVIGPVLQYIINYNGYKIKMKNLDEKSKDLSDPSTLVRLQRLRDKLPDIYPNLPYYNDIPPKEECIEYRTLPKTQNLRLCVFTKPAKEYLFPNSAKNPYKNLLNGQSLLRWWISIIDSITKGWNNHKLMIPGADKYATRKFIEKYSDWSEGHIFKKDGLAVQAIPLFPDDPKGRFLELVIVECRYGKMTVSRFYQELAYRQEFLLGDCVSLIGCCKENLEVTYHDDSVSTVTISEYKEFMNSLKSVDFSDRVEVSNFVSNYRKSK
* hit, by the source's call; x = no result given.

SMILES	Cardiac RTF inh	PKA-R2B act	LANA DNA inh	DAGLB inhibitor	Keap1 Nrf2 FP	SR-BI DiI-HDL act	CAL PDZ FP-1	CAL PDZ FP-2	RTF Ca sens act	Rtt109 Vps75
COc1ccc(C2NC(c3ccc(OC)cc3)C(c3ccccc3)C(=O)C2c2ccccc2)cc1 (stereo not drawn)	-2	-9	2.0	-4	1	-9	-5	-0.7	-1	12
Cc1cc(C)c[n+](-c2[nH]c(=O)sc2/C=N/N=C(\[O-])c2cccnc2)c1	-4	-4	4.4	0	-2	19	-2	-2.4	0	-2
CCC(CC)C(=O)NCCc1ccc(OC)c(OC)c1	4	-5	-2.4	3	0	23	60*	-0.3	6	0
CCCSC1=N/C(=C\c2ccc3c(c2)OCO3)C(=O)S1	-4	4	8.2	-17	1	14	-1	-0.7	-2	-3
COc1nsnc1NS(=O)(=O)c1ccc(NC(=S)NC(=O)c2cccnc2)cc1	x	x	-1.4	x	0	4	4	-0.4	x	2
CC(C)(C)C(=O)NC(=S)NNC(=O)c1ccncc1	-6	4	1.5	-3	0	10	-4	-1.1	3	-3
O=C(COC(=O)c1ccco1)NCc1ccc(Cl)cc1Cl	-8	3	-1.2	1	3	7	-4	0.1	-1	0
COc1ccc(-c2csc(NC(=O)CSc3nc(C)cs3)n2)cc1	5	10	5.5	-11	1	-20	-5	-0.9	0	-9
Cc1occc1-c1nnc(SCC(=O)N(C)c2ccccc2)n1C	-3	7	-1.7	2	0	-8	-6	-1.9	-6	7
CC1CC(C)CN(CCOc2ccc(Br)cc2)C1 (stereo not drawn)	7	-2	2.4	1	3	21	5	-3.2	0	-2
O=C(NCCc1c[nH]c2ccccc12)c1cnc2n(c1=O)CCS2	-1	-6	-0.4	0	-3	x	x	-1.0	8	-7
Cc1ccc(C)c(S(=O)(=O)N2CCCC2CNC(=O)C(=O)NC2CC2)c1 (stereo not drawn)	-10	-7	-1.3	3	-5	-2	1	-0.8	16	6
O=C(CSc1nnnn1-c1ccccc1)Nc1ncc2c(n1)CC(c1ccco1)CC2=O (stereo not drawn)	-15	-9	-0.5	-11	-1	32	-2	-1.1	-5	-8
Cc1ccc(C2(C)NC(=O)N(CC(=O)Nc3ccc4[nH]c(=O)[nH]c4c3)C2=O)cc1 (stereo not drawn)	13	-15	1.5	2	-7	3	-3	0.1	-5	-7
Cc1cc(C)cc(OCC(O)CN2CCN(Cc3ccc4c(c3)OCO4)CC2)c1 (stereo not drawn)	-2	9	-3.0	-2	0	-12	x	-0.9	12	-2
CN(Cc1nc(Cc2cccc(F)c2)no1)CC1CCOCC1	4	-5	-0.3	0	-4	-13	-1	-2.0	2	-2
CSc1ncccc1C(=O)N1CCN(S(=O)(=O)c2ccccc2)CC1	-2	3	0.2	-1	0	17	-6	-2.3	-5	2
O=[N+]([O-])c1ccccc1/C=C/CN1CCCCC1CO (stereo not drawn)	-7	2	-1.0	0	-3	4	12	0.3	-5	0
CCOC(=O)c1nc(-c2ccc3c(c2)OCO3)[nH]c1C	-4	1	-0.7	-2	1	3	x	-0.5	1	0
COc1ccc(C(=O)O)cc1S(=O)(=O)Nc1ccccc1C(=O)NCc1ccc2c(c1)OCO2	-3	-3	0.9	-2	1	40	-3	0.1	1	3
COC(=O)c1ccc(OC)c(CSc2nnc(COc3ccc(OC)cc3)o2)c1	-6	-1	0.4	-6	0	-2	-4	-1.8	-6	-16
Brc1cccc(-c2nnc(SCc3ccon3)n2-c2ccccc2)c1	-13	-2	0.0	0	-5	-4	-5	-1.3	3	15
CC(Sc1nnc2c(n1)[nH]c1ccccc12)C(=O)NC1CCCCC1 (stereo not drawn)	10	2	-1.2	-2	-1	-14	0	-4.8	-2	9
CCOc1ccccc1-n1nnnc1SCC(=O)N1CCCC1=O	-7	1	-0.2	0	-7	-19	-6	-4.0	-4	-9
O=C1NC(=NCc2ccccc2)S/C1=C\c1ccccc1	-2	-5	0.6	-6	-2	10	-3	-3.3	26	12
CCCCCCn1c(CN2CCCC(C)C2)nc2c1c(=O)n(C)c(=O)n2C (stereo not drawn)	-5	-14	1.5	2	3	-12	6	-0.9	7	-10
COC(=O)c1sccc1NC(=O)c1cccc(Cl)c1	-7	5	1.3	-11	-3	12	83*	-3.3	6	-2
NS(=O)(=O)c1ccc(CNC(=O)c2ccc(S(=O)(=O)C(F)F)cc2)cc1	3	1	2.5	1	-2	10	-1	0.4	6	-1
N#Cc1cccc(-n2c(-c3ccccc3)nnc2-c2ccccc2)c1C#N	-11	-10	0.0	-6	-4	-31	0	0.0	6	-1
CN1/C(=C/C=C(C#N)C#N)C(C)(C)c2ccccc21	-4	-1	150*	-1	-226	-5	-4	-0.2	1	2
COC(=O)C1(S(=O)(=O)c2cccc3nsnc23)CC1	0	-5	0.0	2	-1	32	1	-1.2	-2	13
COc1ccc(C(=O)Nc2ccc(NC(=O)c3cccc(F)c3)cn2)cc1	4	-4	-1.2	-3	-1	-76	1	-0.7	-5	-1
NC(=O)c1ncc(C(F)(F)F)cc1Oc1ccc(F)cc1	0	-6	-0.9	1	-4	16	-1	-0.6	-1	3
COc1ccc(C(=O)NNC(=O)CN2CCC(n3nnc4cc(C(F)(F)F)ccc43)CC2)cc1	1	4	-0.8	0	4	-4	-1	-0.3	-1	-9
CC(C)(C)NS(=O)(=O)CC12CCC(CC1=O)C2(C)C (stereo not drawn)	2	3	-0.8	2	2	5	-4	-0.3	-4	x
Cc1ccc(C2=CC(C)(c3ccc(C)cc3)Nc3nc(C(F)(F)F)nn32)cc1 (stereo not drawn)	-5	-3	0.7	-3	2	-17	-2	-1.6	-5	x
O=C(N[C@@H](CO)C(=O)NCc1ccccc1)c1ccc(C(F)(F)F)cc1	-7	-5	2.1	-3	5	28	-1	-0.7	1	-1
Cc1cc(C)n(CCc2nc(-c3ccc(F)cc3)cs2)n1	0	-8	0.1	-5	-1	-34	5	-2.6	0	x
COc1ccc(NC(=O)c2cccc(Oc3ccc([N+](=O)[O-])cc3Cl)c2)cc1	-5	2	-1.3	-4	6	-10	-1	-2.6	2	-4
CCOc1cc(N2CCOCC2)c(OCC)cc1NC(=O)COc1cccc(Cl)c1	8	0	-0.2	-1	0	-75	-3	-1.1	-24	-3
CC(=O)c1ccc(S(=O)(=O)NC2CCSc3ccccc32)cc1 (stereo not drawn)	-22	8	0.5	0	-5	x	-3	-2.0	-6	3
Cc1ccccc1CC(=O)OCC(=O)Nc1ccc(C)c(S(=O)(=O)N2CCCCC2)c1	-5	0	0.1	-6	-5	x	-5	-2.3	8	-1
COC(=O)c1ccc(C)c(-n2c(C)cc(C=O)c2C)c1	-5	-8	0.6	-1	5	10	-7	0.8	0	1
O=C(c1ccco1)N1CCN(S(=O)(=O)c2ccc(S(=O)(=O)NC3CC3)cc2)CC1	-15	-4	2.8	1	-3	x	-3	-1.6	2	-11
CN(C)/C=C(\C#N)C(N)=C(C#N)C#N	x	x	2.9	x	3	7	3	-0.3	x	25
CCN(Cc1ccccc1)C(=O)CCCOc1ccccc1	-4	-5	1.0	-13	0	-4	-3	-2.9	1	-1
O=C(C1=C[C@H](C2CCCCC2)C[C@H](OCc2ccc(CO)cc2)O1)N1CCN(Cc2ccccc2)CC1	1	-5	-1.0	-6	-4	23	3	0.5	-6	-9
Cc1cc2c(=O)oc(-c3ccccc3Br)nc2s1	-4	-5	-1.0	2	-2	7	-4	-2.8	5	-12

Given in markdown: part of the list above.
| Compound | Cardiac RTF inh | PKA-R2B act | LANA DNA inh | DAGLB inhibitor | Keap1 Nrf2 FP | SR-BI DiI-HDL act | CAL PDZ FP-1 | CAL PDZ FP-2 | RTF Ca sens act | Rtt109 Vps75 |
| --- | --- | --- | --- | --- | --- | --- | --- | --- | --- | --- |
| O=C(N[C@@H](CO)C(=O)NCc1ccccc1)c1ccc(C(F)(F)F)cc1 | -7 | -5 | 2.1 | -3 | 5 | 28 | -1 | -0.7 | 1 | -1 |
| Cc1cc(C)n(CCc2nc(-c3ccc(F)cc3)cs2)n1 | 0 | -8 | 0.1 | -5 | -1 | -34 | 5 | -2.6 | 0 | x |
| COc1ccc(NC(=O)c2cccc(Oc3ccc([N+](=O)[O-])cc3Cl)c2)cc1 | -5 | 2 | -1.3 | -4 | 6 | -10 | -1 | -2.6 | 2 | -4 |
| CCOc1cc(N2CCOCC2)c(OCC)cc1NC(=O)COc1cccc(Cl)c1 | 8 | 0 | -0.2 | -1 | 0 | -75 | -3 | -1.1 | -24 | -3 |
| CC(=O)c1ccc(S(=O)(=O)NC2CCSc3ccccc32)cc1 (stereo not drawn) | -22 | 8 | 0.5 | 0 | -5 | x | -3 | -2.0 | -6 | 3 |
| Cc1ccccc1CC(=O)OCC(=O)Nc1ccc(C)c(S(=O)(=O)N2CCCCC2)c1 | -5 | 0 | 0.1 | -6 | -5 | x | -5 | -2.3 | 8 | -1 |
| COC(=O)c1ccc(C)c(-n2c(C)cc(C=O)c2C)c1 | -5 | -8 | 0.6 | -1 | 5 | 10 | -7 | 0.8 | 0 | 1 |
| O=C(c1ccco1)N1CCN(S(=O)(=O)c2ccc(S(=O)(=O)NC3CC3)cc2)CC1 | -15 | -4 | 2.8 | 1 | -3 | x | -3 | -1.6 | 2 | -11 |
| CN(C)/C=C(\C#N)C(N)=C(C#N)C#N | x | x | 2.9 | x | 3 | 7 | 3 | -0.3 | x | 25 |

Next section.
SMILES	Cardiac RTF inh	PKA-R2B act	LANA DNA inh	DAGLB inhibitor	Keap1 Nrf2 FP	SR-BI DiI-HDL act	CAL PDZ FP-1	CAL PDZ FP-2	RTF Ca sens act	Rtt109 Vps75
CN(C(=O)c1cccc(NC(=O)Cc2ccc(NC(=O)C3CCCN(C(=O)c4ccccc4)C3)cc2)c1)C1CCC1 (stereo not drawn)	-3	-3	2.2	2	4	-45	-2	0.0	0	2
CC(=O)c1cccc(NC(=O)C(OC(=O)c2cccs2)c2ccccc2)c1 (stereo not drawn)	-5	-12	-0.6	-6	1	1	2	-0.8	-1	-5
O=C(NC(=S)Nc1ccccc1N1CCOCC1)c1ccccc1F	-4	-4	0.6	-12	0	-25	-5	-0.1	-6	-4
O=C(CCS(=O)(=O)c1ccc(Br)cc1)NCc1cccs1	0	6	1.2	-2	-4	16	-1	0.3	0	5
O=S(=O)(N/N=C\c1c(F)cccc1Cl)c1ccc(Cl)cc1	-3	-9	-1.5	3	-2	-1	-3	-0.4	-3	-19
CC(C)(C)NC(=O)C1CC(=O)OC12CCCCC2 (stereo not drawn)	4	-6	-0.2	-8	0	9	-3	-0.5	1	10

High-throughput results as filed in PubChem.

Outcome played no part in choosing rows (roughly 1.6% active in at least one column).
